Screening data as filed in PubChem BioAssay.
APE1 inh – qHTS Assay for Inhibitors of the Human Apurinic/apyrimidinic Endonuclease 1 (APE1). Potency, µM (titrated, usually from 65.8 µM), inactives show top-dose activity change, negative = inhibition, actives largely listed as inhibitors. actives 0.35% (n = 350,000). recombinant APE1, TAMRA/BHQ-2 abasic DNA cleavage fluorescence;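 note: plate controls were vehicle for no effect and reference inhibitor for full effect; nearly all actives have a fitted effect of over 55% in size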
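Step 1: APE1 (0.75 nM) with compound, 15 min RT. Step 2: add 50 nM fluorophore/quencher THF duplex. Step 3: three fluorescence reads 60 s apart (525/598 nm); read 3 minus read 1 = reaction progress.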
BAZ2B block – qHTS Assay for Inhibitors of BAZ2B | AlphaScreen BAZ2B-H3K14Ac peptide displacement | Potency, µM (titrated, usually from 114 µM), without a hit: top-dose activity change, negative = inhibition, actives largely listed as inhibitors | actives 4.4% (n = 360,000); note: % is set by controls: 0 for no effect and ±100 for the full control effect; nearly all actives have a fitted effect of over 60% in size
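Protein-peptide AlphaScreen: BAZ2B 50 nM, b-H3K14Ac 50 nM, 1x PBS pH 7.4 + 0.01% Tween-20. Preincubation 30 min RT; cpd 30 min RT (top 110 uM); beads 20 min RT, light-protected.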
BLM inh – qHTS Assay for Inhibitors of Bloom's syndrome helicase (BLM); RecQ-like DNA helicase BLM (Homo sapiens), P54132; recombinant BLM DNA unwinding, fluorescence dequenching; Potency, µM (top dose mostly 56.1 µM), for inactives: at the top dose activity change, negative = inhibition, most hits filed as inhibitors; actives 0.2% (n = 350,000); AID 2528, 2010;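 note: plate controls were vehicle for no effect and no enzyme for full effect; nearly all actives have a fitted effect of over 35% in size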
POLI inh – qHTS for Inhibitors of Polymerase Iota. Pol iota fluorescent replication assay, 10 min. DNA polymerase iota (Homo sapiens), Q9UNA4. Potency, µM (series often up to 115 µM), for inactives: top-dose activity, negative = inhibition, hits mostly inhibitors. actives 1% (n = 390,000)
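Pol iota at 10 nM preincubated 15 min with compounds at room temperature; reaction started with fluorescent substrate, 50 nM final. Fluorescence read kinetically at 0 and 10 min; buffer-only wells as negative control.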
JMJD2A Tudor – qHTS Assay for Inhibitors of JMJD2A-Tudor Domain; AlphaScreen JMJD2A-Tudor / H3K4me3 peptide binding; Potency, µM (highest dose often 114 µM), inactives show at the highest dose activity change, negative = inhibition, hits mostly inhibitors; actives 4.4% (n = 390,000); AID 504339, 2011; note: % is set by controls: 0 for no effect and ±100 for the full control effect; nearly all actives have a fitted effect of over 50% in size
POLH inh – qHTS for Inhibitors of Polymerase Eta; actives 1.2% (n = 390,000); Potency, µM (series often up to 114 µM), for inactives: at the top dose activity change, negative = inhibition, usual class: inhibitors; DNA polymerase eta (Homo sapiens), Q9Y253; recombinant Pol eta, fluorescent DNA replication assay; note: % is set by controls: 0 for no effect and ±100 for the full control effect
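Fluorescent replication assay: 50 nM final substrate added after a 15 min room-temperature compound preincubation with 10 nM enzyme. Signal taken at 0 min and again at 10 min.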
POLB inh – qHTS Assay for Inhibitors of DNA Polymerase Beta; Pol beta primer extension/strand displacement, fluorescence kinetic; Potency, µM (top dose mostly 114 µM), for inactives: top-dose activity change, negative = inhibition, most hits filed as inhibitors; actives 1.3% (n = 340,000); P06746; note: % is set by controls: 0 for no effect and ±100 for the full control effect
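Human Pol beta at 10 nM; strand-displacement substrate 50 nM final. Compound exposure 15 min at room temperature before start, reaction 10 min at room temperature.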
G9a block – qHTS Assay for Inhibitors of Histone Lysine Methyltransferase G9a | Histone-lysine N-methyltransferase EHMT2 (Homo sapiens), Q96KQ7 | G9a H3K9 monomethylation, AlphaScreen, 2 h | Potency, µM (highest dose often 102 µM), for inactives: top-dose activity, negative = inhibition, usual class: inhibitors | actives 8.8% (n = 350,000); note: % is set by controls: 0 for no effect and ±100 for the full control effect; nearly all actives have a fitted effect of over 75% in size
Target sequence (Q96KQ7 913-1193 limits assumed): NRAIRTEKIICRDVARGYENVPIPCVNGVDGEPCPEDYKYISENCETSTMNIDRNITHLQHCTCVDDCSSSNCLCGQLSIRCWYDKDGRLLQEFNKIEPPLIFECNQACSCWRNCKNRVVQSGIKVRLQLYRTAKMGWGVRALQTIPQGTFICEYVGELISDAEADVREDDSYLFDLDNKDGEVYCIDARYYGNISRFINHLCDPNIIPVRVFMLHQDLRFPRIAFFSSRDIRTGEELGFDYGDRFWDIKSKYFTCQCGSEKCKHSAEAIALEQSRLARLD
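AlphaScreen read-out: biotin-H3K9 peptide (500 nM) methylation by 20 nM enzyme with 20 uM SAM, 2 h at room temperature after 15 min compound preincubation; anti-monomethyl H3K9 antibody plus donor/acceptor beads, 10 min dark.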
POLK inh – qHTS for Inhibitors of Polymerase Kappa; purified Pol kappa, fluorescent DNA synthesis assay, 10 min; AID 588579, 2011; actives 0.53% (n = 400,000); DNA polymerase kappa (Homo sapiens), Q9UBT6; Potency, µM (titrated, usually from 107 µM), for the others: top-dose activity, negative = inhibition, hits mostly inhibitors; note: % is set by controls: 0 for no effect and ±100 for the full control effect
Target sequence (Q9UBT6 whole entry, looked up): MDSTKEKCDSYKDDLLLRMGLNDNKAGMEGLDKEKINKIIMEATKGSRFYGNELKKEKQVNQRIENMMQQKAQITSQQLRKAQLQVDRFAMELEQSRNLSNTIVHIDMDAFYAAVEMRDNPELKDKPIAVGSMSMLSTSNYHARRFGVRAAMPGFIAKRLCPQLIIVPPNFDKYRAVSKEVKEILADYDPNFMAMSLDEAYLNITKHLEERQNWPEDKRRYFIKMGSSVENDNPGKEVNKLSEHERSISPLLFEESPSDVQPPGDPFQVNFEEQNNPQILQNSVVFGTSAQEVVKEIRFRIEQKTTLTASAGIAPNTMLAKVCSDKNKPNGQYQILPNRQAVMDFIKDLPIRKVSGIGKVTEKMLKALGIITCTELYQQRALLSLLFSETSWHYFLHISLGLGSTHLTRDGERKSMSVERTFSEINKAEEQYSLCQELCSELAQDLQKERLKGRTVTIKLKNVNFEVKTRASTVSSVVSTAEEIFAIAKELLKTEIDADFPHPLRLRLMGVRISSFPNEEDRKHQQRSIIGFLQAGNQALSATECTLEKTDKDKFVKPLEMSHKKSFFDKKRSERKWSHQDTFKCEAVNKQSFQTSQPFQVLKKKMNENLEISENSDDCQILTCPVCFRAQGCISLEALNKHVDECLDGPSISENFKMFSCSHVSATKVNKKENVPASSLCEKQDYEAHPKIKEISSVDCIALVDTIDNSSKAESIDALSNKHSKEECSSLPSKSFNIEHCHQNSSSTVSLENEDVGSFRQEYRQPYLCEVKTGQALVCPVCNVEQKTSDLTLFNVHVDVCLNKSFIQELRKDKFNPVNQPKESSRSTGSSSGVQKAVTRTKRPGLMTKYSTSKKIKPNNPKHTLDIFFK
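Activity was followed as the change in fluorescence between reads at 0 and 10 min after starting the reaction with 50 nM substrate. Beforehand, 10 nM polymerase had been preincubated with compound for 15 min at room temperature.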
An asterisk follows results filed as active; ? = inconclusive; · = no result given; & = joins results of further samples; [ ] = dose if it differs, or a comment. Calls come from the whole dose curve; as a rule, active = well fitted curve in the direction sought with a large enough effect; inconclusive = small, poorly fitted or top-dose-only effect, or another doubt; inactive = no such curve, though single readings can be large; an effect the other way counts as inactive or inconclusive. Potency is the fitted concentration of half-maximal effect.

nr | molecule | APE1 inh | BAZ2B block | BLM inh | POLI inh | JMJD2A Tudor | POLH inh | POLB inh | G9a block | POLK inh
1 | Cc1nc2ccc(S(=O)(=O)NCC(=O)NCCc3ccc(Cl)cc3)cc2s1 | 14% | -2% | -3% | 27% | -15% | -10% | 1% | 22% | -10%
2 | O=C(CSCc1ccco1)NC1CCCC1 | ? | -3% | -1% | 44%[activator] | -16% | -13% | -1% | -3%[59 µM] | -16%
3 | C=CCOC(=O)c1sc(NC(=O)c2ccc(OC)cc2)nc1C | 19% | -14% | -5% | 88%[activator] | -16% | 3% | 15% | -8%[12.7 µM] | 3%
4 | O=c1[nH]nc(C(F)(F)F)c2nnn(Cc3ccccc3Cl)c12 | 27% | 0% | -7% | 2% | -12% | 3% | 24% | 18% | -4%
5 | CC(C)(C)n1nc(-c2ccc(Cl)cc2)c2c(N)ncnc21 | -1%&2%&4% | -2% | -3% | 1%&30% | -15% | -5% | 13% | 16%[59 µM] | 4%[19.4 µM]
6 | CC1CCCCN1C(=O)c1ccc(Br)o1 (stereo not given) | 19% | -18% | -4% | 76%[activator] | 2% | 1% | -20% | 14% | -2%
7 | O=C(CN1CCCCC1)Nc1ccccc1 | 0% | 5% | 0% | 12% | -5% | -14% | -2% | -6% | 5%
8 | CCOC(=O)c1sc(NC(=O)CC)c(C#N)c1C | 10% | -3% | -2% | 15% | -3% | -26% | 18% | -33% | -12%

Overlap with the part before: three entries, then new ones.
nr | molecule | APE1 inh | BAZ2B block | BLM inh | POLI inh | JMJD2A Tudor | POLH inh | POLB inh | G9a block | POLK inh
6 | CC1CCCCN1C(=O)c1ccc(Br)o1 (stereo not given) | 19% | -18% | -4% | 76%[activator] | 2% | 1% | -20% | 14% | -2%
7 | O=C(CN1CCCCC1)Nc1ccccc1 | 0% | 5% | 0% | 12% | -5% | -14% | -2% | -6% | 5%
8 | CCOC(=O)c1sc(NC(=O)CC)c(C#N)c1C | 10% | -3% | -2% | 15% | -3% | -26% | 18% | -33% | -12%
9 | Cc1nnc(SCc2ccccc2)n1CC1CCCO1 (stereo not given) | 2% | ? | 1% | 5% | -10% | -9% | 14% | 14% | -10%
10 | O=C(CSc1cn(CC(=O)N2CCCCC2)c2ccccc12)Nc1ccccc1F | · | ? | -1% | 2% | -21% | -14% | 24% | -8%[59 µM] | -6%
11 | CNNC(=O)C(=O)NNS(=O)(=O)c1ccccc1 | -1% | ? | -2% | -2% | -21% | -18% | 16% | ? | -15%
12 | COc1ccc(/C=N/NC(=O)C(C)n2nnc3ccccc32)cc1OC (stereo not given) | 0% | -5% | -2% | 14% | -26%[11.4 µM] | -21% | -10% | 8%[59 µM] | -8%
13 | CCNC(=S)NNC(=O)c1ccc(OC(F)F)cc1 | 0% | 6% | -4% | -1% | -18% | -3% | -12% | 1%[59 µM] | 0%
14 | Fc1ccc(-c2cn3cc(Cc4ccccc4Cl)sc3n2)cc1 | · | -7% | -2% | -8% | -4% | -8% | -1% | 0%[59 µM] | -17%
15 | Cc1c(C2(O)C(=O)Nc3ccc(F)cc32)c(=O)n(-c2ccccc2)n1C (stereo not given) | -2% | 3% | -2% | -4% | -15% | -18% | 1% | -13%[59 µM] | -7%
16 | O=C(Cc1n[nH]c(=O)c2ccccc12)Nc1cccc(S(=O)(=O)N2CCCC2)c1 | 8% | -7% | 0% | 19% | -17% | -15% | 0% | -6%[12.7 µM] | 4%
17 | CCN(CC)CC(=O)NC1CCCc2c1cnn2-c1cc(F)cc(F)c1 (stereo not given) | · | · | · | 0% | -10% | -9% | · | · | -8%
18 | CC1Cc2ccccc2N1S(=O)(=O)c1cccc(C(=O)N2CC(=O)Nc3ccccc32)c1 (stereo not given) | 6% | -1% | -9% | 11% | -27% | -14% | 40µM* | 71µM* | -14%
19 | CCCCCOC(=O)Cn1c(N2CCCCCC2)nc2c1c(=O)[nH]c(=O)n2C | -8% | 11% | -5% | 17% | -9% | -7% | 27% | 3%[59 µM] | 4%
20 | CC1(C)C2CCC1(C)C1(C2)NC(=O)c2ccccc2O1 (stereo not given) | 1% | -23% | -7% | 98%[activator] | -7% | -18% | -1% | ? | -7%
21 | Cc1cccc(Nc2ncccc2C(=O)NCc2cccs2)c1C | -3% | -28% | -10% | 7% | -25% | -25% | 17% | 37%[0.501 µM] | -9%
22 | CCN(CC(=O)Nc1c(F)cccc1F)C(=O)CCCOc1ccccc1 | · | · | · | 15% | -6% | 6% | · | · | -3%
23 | CCN1CCN(c2ncnc3c2cnn3-c2cccc(C)c2)CC1 | · | -16% | -9% | 15% | -10% | · | -3% | ? | -14%[60.1 µM]
24 | COc1ccc(S(=O)(=O)NCCS(=O)(=O)N2CCN(c3ccccc3)CC2)cc1C | · | -13% | -8% | 4% | -33% | -5% | 1% | 5%[59 µM] | -9%[60.1 µM]
25 | COc1ccc(NC(=O)C2Cc3ccccc3N2C(=O)c2ccccc2)c(OC)c1 (stereo not given) | · | -11% | -3% | -4% | -22% | -3% | 19% | 4%[59 µM] | -7%[60.1 µM]
26 | Cc1ccc2nc(SCC(=O)N(CC(C)C)c3c(N)n(Cc4ccccc4)c(=O)[nH]c3=O)[nH]c2c1 | 10% | -12% | 2% | 18% | -4% | -8% | -20% | -23% | -1%
27 | O=C(NC1=NCCS1)c1cccc(F)c1 | · | · | · | 23% | -19% | 1% | · | · | -8%
28 | CC(C)c1ccc(/C=C(\c2nc3ccccc3[nH]2)S(=O)(=O)c2ccccc2)cc1 | 1% | -31% | -6% | -9% | -14% | -7% | -13% | 6%[59 µM] | 0%
29 | CN1CCN(c2ncc3nc(-c4cccs4)c(=O)n(CCC#N)c3n2)CC1 | -7% | · | -6% | · | · | · | · | 11%[0.501 µM] | -6%[60.1 µM]
30 | CCn1c(SCC(=O)c2ccccc2)nc2sc3c(c2c1=O)CCN(C)C3 | 3% | -39% | 3% | ? | ? | -11% | 11% | 25µM* | -24%
31 | O=C(CNc1ccc(Br)cc1)NC(=O)NC1CCCCC1 | -23% | -4% | · | -4% | -18% | -13% | · | ? | -20%
32 | O=C1C=C(c2ccc(O)cc2)C[C@@H](c2ccc(Cl)cc2)C1 | -19% | 1% | · | -9% | -30% | -13% | · | 64%[activator][2.33 µM] | -9%
33 | O=C(CSc1nc2[nH]c(=O)cc(O)c2s1)Nc1cccc(Br)c1 | 26% | -5% | · | -6% | -27% | -9% | · | -5%[12.7 µM] | 3%
34 | C[C@H](CO)N1C[C@H](C)[C@@H](CN(C)S(C)(=O)=O)Oc2c(NC(=O)Nc3ccc(C(F)(F)F)cc3)cccc2C1=O | -7% | · | · | -3% | -18% | -18% | · | · | -11%
35 | O=C(O)CNC(=O)C1CCCN1C(=O)CNC(=O)OCc1ccccc1 (stereo not given) | 7% | 4% | 0% | -8% | 4% | -1% | 13% | ? | 12%
36 | CCOc1ccccc1NC(=S)Nc1ccccc1F | -1% | 9% | 1% | 10% | -9% | -12% | 0% | 13%[59 µM] | -2%
37 | COc1cc(C2C3C(C)N(C)C(=O)N(C)C3N(C)C(=O)N2C)ccc1O (stereo not given) | -2% | 16% | -3% | 23% | -1% | -16% | 15% | 14%[59 µM] | 3%
38 | Cc1cc(C)cc(C(=O)NCC(=O)N2CCC3(CC2)NCCc2[nH]cnc23)c1 | -2% | -10% | 1% | 32%[activator] | -27% | -14% | 12% | -11% | 1%
39 | CCSc1nnc(COc2ccccc2)n1CC | 3% | -11% | -2% | 26% | -9% | -2% | 27% | -5%[59 µM] | 2%
40 | O=C(N1CCOCC1)N1CCCC(c2nc(-c3cccs3)no2)C1 (stereo not given) | 2% | 12% | -2% | 6%[58.9 µM] | -15% | -13% | ? | -3% | -5%

Single values from above:
POLI inh result of C[C@H](CO)N1C[C@H](C)[C@@H](CN(C)S(C)(=O)=O)Oc2c(NC(=O)Nc3ccc(C(F)(F)F)cc3)cccc2C1=O : -3%
POLI inh result of CCSc1nnc(COc2ccccc2)n1CC : 26%
POLH inh result of O=C(O)CNC(=O)C1CCCN1C(=O)CNC(=O)OCc1ccccc1 (stereo not given) : -1%
POLB inh result of COc1cc(C2C3C(C)N(C)C(=O)N(C)C3N(C)C(=O)N2C)ccc1O (stereo not given) : 15%
G9a block result of CCOc1ccccc1NC(=S)Nc1ccccc1F : 13%[59 µM]
G9a block result of Cc1cc(C)cc(C(=O)NCC(=O)N2CCC3(CC2)NCCc2[nH]cnc23)c1 : -11%

Additional structures follow.
nr | molecule | APE1 inh | BAZ2B block | BLM inh | POLI inh | JMJD2A Tudor | POLH inh | POLB inh | G9a block | POLK inh
41 | OCCn1c(CSc2nc3ccccc3n2CCO)nc2ccccc21 | -1% | 0% | -1% | 17% | -10% | 1% | 12% | 19%[59 µM] | -7%
42 | O=C1CCC(C(=O)N2CCN(c3cnccn3)CC2)CN1CCc1cccc(F)c1 (stereo not given) | 6% | -18% | 0% | 16% | 3% | -17% | 1% | · | -7%
43 | CCC(C)NC(=O)c1ccccc1NC(=O)Nc1ccccc1 (stereo not given) | -4% | 6% | -1% | 30% | 12% | -15% | 1% | 47%[12.7 µM] | -2%
44 | CCOC(=O)C1(CC2CCCCO2)CCN(C(=O)NCc2ccccc2)CC1 (stereo not given) | 1% | 2% | -2% | 41%[activator] | 3% | -23% | -13% | · | 0%
45 | O=C(CN1C(=O)CNC1=O)Nc1cccc(C(F)(F)F)c1 | ? | -1% | -9% | 12% | 10% | -10% | 26% | -5%[12.7 µM] | 0%
46 | Cc1csc2ncnc(NCCc3ccccn3)c12 | -9% | -2% | -5% | 34%[activator] | -9% | -17% | -27% | 8% | -2%[60.1 µM]

Reformatted with two lines to a compound: 3 of the compounds above.
Every second line gives: APE1 inh	BAZ2B block	BLM inh	POLI inh	JMJD2A Tudor	POLH inh	POLB inh	G9a block	POLK inh
45) O=C(CN1C(=O)CNC1=O)Nc1cccc(C(F)(F)F)c1
 : ?	-1%	-9%	12%	10%	-10%	26%	-5%[12.7 µM]	0%
46) Cc1csc2ncnc(NCCc3ccccn3)c12
 : -9%	-2%	-5%	34%[activator]	-9%	-17%	-27%	8%	-2%[60.1 µM]
43) CCC(C)NC(=O)c1ccccc1NC(=O)Nc1ccccc1 (stereo not given)
 : -4%	6%	-1%	30%	12%	-15%	1%	47%[12.7 µM]	-2%

A portion of the library; count on the stated rates, not on these rows.
